OX1R FRET antag = OX1R (human) antagonism | inhibition, % at 6.6 µM | 1.8% of 330,000 active | AID 485270 | OX1R-expressing cells, FRET antagonist read-out; in the data active = inhibition mostly above about 38%, no sharp cut-off; inactive = mostly below about 40%;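 also: 0% = agonist challenge alone and 100% = reference antagonist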
Target sequence (O43613 whole entry, looked up): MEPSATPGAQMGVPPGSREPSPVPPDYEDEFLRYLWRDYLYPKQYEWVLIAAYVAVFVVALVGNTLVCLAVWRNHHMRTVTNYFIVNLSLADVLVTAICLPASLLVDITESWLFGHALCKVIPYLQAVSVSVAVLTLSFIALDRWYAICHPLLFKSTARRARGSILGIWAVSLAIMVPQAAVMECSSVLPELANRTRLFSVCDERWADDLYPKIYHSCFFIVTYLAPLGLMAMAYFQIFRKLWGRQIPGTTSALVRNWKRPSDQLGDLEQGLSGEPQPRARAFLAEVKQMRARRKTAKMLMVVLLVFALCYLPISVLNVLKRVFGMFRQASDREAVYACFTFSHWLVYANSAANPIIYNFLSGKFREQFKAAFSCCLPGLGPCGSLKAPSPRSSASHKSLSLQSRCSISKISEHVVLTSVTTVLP
STK33 inh = blocks human STK33 kinase activity; AID 2661; 0.073% of 320,000 active; Q9BYT3; purified STK33, MBP phosphorylation, ADP-Glo luminescence; inhibition, % at 10 µM;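 active = inhibition at or above 25%, using the most active replicate where run in duplicate; inactive = inhibition below 25%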
Target sequence (Q9BYT3 whole entry, looked up): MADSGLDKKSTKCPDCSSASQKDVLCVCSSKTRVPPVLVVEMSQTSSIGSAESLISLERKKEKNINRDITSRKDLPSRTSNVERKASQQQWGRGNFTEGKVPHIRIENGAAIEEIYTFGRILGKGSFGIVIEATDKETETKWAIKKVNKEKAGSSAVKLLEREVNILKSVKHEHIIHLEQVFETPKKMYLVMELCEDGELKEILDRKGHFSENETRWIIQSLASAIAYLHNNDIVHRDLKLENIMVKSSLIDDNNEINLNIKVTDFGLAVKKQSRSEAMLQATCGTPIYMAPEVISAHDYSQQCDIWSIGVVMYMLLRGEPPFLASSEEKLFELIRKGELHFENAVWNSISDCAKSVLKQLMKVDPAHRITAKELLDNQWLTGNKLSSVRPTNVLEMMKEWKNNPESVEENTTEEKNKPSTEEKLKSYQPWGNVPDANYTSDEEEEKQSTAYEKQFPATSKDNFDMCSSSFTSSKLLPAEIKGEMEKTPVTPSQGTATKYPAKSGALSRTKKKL
KCNQ2 block = KCNQ2 potassium channel inhibitors, primary screen, cell-based, CHO-K1, FluxOR thallium flux, B-score (AID 2156); B-score at 10 µM; 1.1% of 310,000 active; 20 min; stronger effect = lower value; O88943;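 active = fluorescence ratio B-score at most minus 3 library SDs, with starting brightness B-score within 2 library SDs, cut at about -5.5 in these data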
Active calls of the source: *; i = inactive; · = no result given.

mol | OX1R FRET antag | STK33 inh | KCNQ2 block
CCOC(=O)c1cnc2ccc(OCC)cc2c1N1CCN(C)CC1 | 28.5 | · | i
Cc1ccc(C(=O)COC(=O)[C@@H](NC(=O)c2ccco2)C(C)C)s1 | 10.8 | -0.4 | ·
O=C(COC(=O)c1ccc([N+](=O)[O-])s1)c1ccc[nH]1 | 60.7* | 0.2 | ·
CN(CC(=O)Nc1ccccc1Cl)C(=O)c1ccc(COc2ccccc2)cc1 | 21.5 | 2.2 | i
O=C(O)CC1NC(=S)N(c2ccccc2)C1=O (stereo not given) | 6.3 | 0.4 | i
Cc1ccn(-c2ccc(NC(=O)c3cccs3)cc2)n1 | 2.9 | 1.2 | i
Cc1noc(C)c1S(=O)(=O)N1CCC(C(=O)N2CCN(c3ccccc3Cl)CC2)CC1 | 4.0 | -1.1 | i
CC(=O)c1ccc(N2CCN(C3CCC(C(C)(C)C)CC3)CC2)cc1 (stereo not given) | 9.4 | -0.8 | i
Cc1ccccc1NC(=O)/C(C#N)=C/c1ccc(-c2ccc(Cl)c(C(=O)O)c2)o1 | 0.9 | -2.3 | i
COc1cc(/C=N/n2c(-c3ccccc3)n[nH]c2=S)cc(OC)c1O | 8.2 | 0.9 | i
CCOc1cc2c3c(c1)C(C)CC(C)(C)N3C(=O)C2=O (stereo not given) | 4.2 | 3.4 | i
CCN1CCN(C(=O)NC(c2ccc(C)c(F)c2)C(Cl)Cl)CC1 (stereo not given) | 4.6 | 1.1 | i
Cc1ccc(-c2cc(C(=O)N/N=C/C=C/c3ccccc3)n[nH]2)o1 | 22.5 | 0.1 | i
O=C1/C(=C/c2ccc(F)c(F)c2)CSc2sccc21 | 32.9 | -0.2 | i
CCOc1ccc(N(C)S(=O)(=O)c2ccc(C)c(C(=O)OCC(=O)c3c[nH]c4ccccc34)c2)cc1 | 6.0 | 1.6 | i

More records.
mol | OX1R FRET antag | STK33 inh | KCNQ2 block
O=C(Nc1nnc(C23CC4CC(CC(C4)C2)C3)s1)c1ccc(N2C(=O)CCC2=O)cc1 | -1.8 | 0.4 | i
OCC1(Cc2ccccc2)CCN(Cc2cnn(-c3ccccc3F)c2)CC1 | 23.1 | 0.1 | i
CC1N(C(=O)N(C)C)CCN1S(=O)(=O)c1ccccc1 (stereo not given) | 9.6 | -1.2 | i
[O-]/C(=C(\C(=S)Nc1ccccc1F)[n+]1ccccc1)c1ccc(-c2ccccc2)cc1 | 21.7 | -0.6 | i
CCOc1ccc(NC(=O)CN(C)C(=O)c2csc3c2CCCC3)cc1OCC | 1.1 | 0.9 | ·
NCC(=O)NNC(=O)OCC1c2ccccc2-c2ccccc21 | 9.1 | -3.6 | i
Cc1cc(C)cc(N=C(NO)c2cccc([N+](=O)[O-])c2)c1 | 33.2 | -1.5 | i
CC(C)CC(=O)N1CCN(Cc2cccc(Cl)c2)CC1 | 10.4 | -0.2 | i
CCSc1nc2sc3c(c2c2[n+]1CC(CBr)O2)CCCC3 (stereo not given) | 9.0 | -0.2 | i
CCN(CC)c1ccc(C(=O)OCC(=O)c2ccco2)cc1 | 12.5 | 1.8 | i
Cc1[nH]nc2c1C1(CCN(C(=O)OCc3ccccc3)CC1)C(C#N)=C(N)O2 | 14.0 | 0.4 | i
COc1ccc(N(C(=O)c2cnccn2)C(C(=O)NC2CCCCC2)c2cc(OC)c(OC)c(OC)c2)cc1 (stereo not given) | 10.9 | 0.6 | i
OCC1(Cc2cccc(F)c2)CCN(Cc2cccc3nccnc23)CC1 | 25.4 | -1.4 | i
O=C(CN1CCN(Cc2ccccc2F)C1=O)NC1CCCC1 | 5.1 | -2.4 | i
CC(=O)c1ccc(NC(=O)/C(=C\c2ccco2)NC(=O)c2ccco2)cc1 | 9.4 | 0.4 | i

Next part
mol | OX1R FRET antag | STK33 inh | KCNQ2 block
Cn1c(CSc2ncccn2)nnc1SCC(=O)N1CCCc2ccccc21 | 7.6 | -1.1 | i
Cn1nnnc1SCC(=O)Nc1ccc(S(=O)(=O)N2CCOCC2)cc1 | 9.0 | 0.4 | i
CCCCCN(C(=O)CCC(=O)OC(C)C(=O)c1ccccc1)c1c(N)n(CCCC)c(=O)[nH]c1=O (stereo not given) | 14.1 | -1.8 | i
COc1ccc2nc(SCC(=O)Nc3cc(C)on3)[nH]c2c1 | 11.4 | -0.8 | i
CCCCNC(=O)COC(=O)c1ccccc1F | 2.6 | -0.7 | i
COc1cc(-c2ccc3oc(-c4cccc(C)c4)c(C#CC4(O)CCCCC4)c3c2)cc(OC)c1OC | 9.2 | 1.2 | ·
COCCCNC(=O)CC1C[C@H](C(=O)N2CCCCC2)[C@@]2(C)c3[nH]c4ccccc4c3CCN2C1=O (stereo not given in full) | 5.7 | -0.1 | ·
N#Cc1ccc(NCC(=O)N2CCN(S(=O)(=O)c3ccccc3)CC2)cc1 | -3.5 | -0.5 | ·
CCn1c(C)nc2cc(C(=O)NNS(=O)(=O)c3ccccc3F)ccc21 | 15.4 | -1.0 | i
COc1ccc2c(c1OC)C(=O)OC2Nc1nc(-c2cc3cc(Br)ccc3oc2=O)cs1 (stereo not given) | 16.5 | 0.1 | i
COC(=O)c1ccc(COC(=O)C(CCSC)NC(=O)COc2ccccc2)cc1 (stereo not given) | 13.7 | -0.5 | i
COCCn1c(SCC(=O)Nc2ccc(OC)c(S(N)(=O)=O)c2)nc2ccccc2c1=O | 8.9 | -0.7 | i
NC(=O)COc1ccc(NC(=O)OCc2ccccc2)cc1 | 6.3 | -1.1 | i
C[C@]12C=CC(=O)C=C1CCC1C2CC[C@@]2(C)C1CCC21OCCO1 (stereo not given in full) | 10.5 | -0.9 | ·
CCOc1ccc2c(c1)nc(SCC(=O)c1ccc(Br)s1)n2C | 13.4 | -2.8 | i

Four records drawn at random from those above:
mol | OX1R FRET antag | STK33 inh | KCNQ2 block
CC(=O)c1ccc(N2CCN(C3CCC(C(C)(C)C)CC3)CC2)cc1 (stereo not given) | 9.4 | -0.8 | i
COc1ccc2nc(SCC(=O)Nc3cc(C)on3)[nH]c2c1 | 11.4 | -0.8 | i
CCN(CC)c1ccc(C(=O)OCC(=O)c2ccco2)cc1 | 12.5 | 1.8 | i
C[C@]12C=CC(=O)C=C1CCC1C2CC[C@@]2(C)C1CCC21OCCO1 (stereo not given in full) | 10.5 | -0.9 | ·

Rewritten as labelled records: entries from further up.
> CCCCCN(C(=O)CCC(=O)OC(C)C(=O)c1ccccc1)c1c(N)n(CCCC)c(=O)[nH]c1=O (stereo not given)
  OX1R FRET antag: 14.1
  STK33 inh: -1.8
  KCNQ2 block: i
> COc1ccc2nc(SCC(=O)Nc3cc(C)on3)[nH]c2c1
  OX1R FRET antag: 11.4
  STK33 inh: -0.8
  KCNQ2 block: i
> CCCCNC(=O)COC(=O)c1ccccc1F
  OX1R FRET antag: 2.6
  STK33 inh: -0.7
  KCNQ2 block: i
> COc1cc(-c2ccc3oc(-c4cccc(C)c4)c(C#CC4(O)CCCCC4)c3c2)cc(OC)c1OC
  OX1R FRET antag: 9.2
  STK33 inh: 1.2
  KCNQ2 block: ·

(continued)
mol | OX1R FRET antag | STK33 inh | KCNQ2 block
Cc1ccc(C)c(-n2c(SCC(=O)N3CCC(C(=O)O)CC3)nnc2-c2cccc(Cl)c2)c1 | 8.9 | -2.4 | i
CCN(CC)CCCNc1nc2cc(OC)c(OC)cc2c2nc(-c3ccccc3)nn12 | 10.2 | -0.9 | i
CC1(C)CC(=O)C(C=NCCN2CCN(C3CC(=O)N(c4ccc(Cl)c(Cl)c4)C3=O)CC2)=C(O)C1 (stereo not given) | 10.2 | -0.1 | i
CCOC(=O)N1CCN(S(=O)(=O)c2c[nH]c(C(=O)OC)c2)CC1 | 9.4 | -2.5 | i
CCOC(=O)c1c(-c2ccccc2)oc2ccc(OCC(=O)NNC(=O)CCC(=O)O)cc12 | · | -1.1 | i
Cc1cc(C(=O)O)ccc1N=Cc1c(O)ccc2ccccc12 | -5.7 | 26.1* | i
Cc1ccccc1N1C(=O)C2ON(c3ccccc3)C(c3ccncc3)C2C1=O (stereo not given) | 6.8 | -1.8 | i
CC1=C(C(=O)N2CCCCCC2)C2(CCC(C)CC2)OC1=O (stereo not given) | 20.7 | -0.6 | i
Cc1cccc(C)c1NC(=O)CN1C(=O)C(C)Oc2ccccc21 (stereo not given) | 11.3 | -3.1 | i
COc1cc2c(cc1OC)C(C)N(C(=O)c1cc3n(n1)C(C(F)(F)F)CC(c1ccco1)N3)CC2 (stereo not given) | 9.2 | -0.7 | i
O=C(Nc1ccccc1F)c1cc(C(=O)Nc2ccccc2F)cc([N+](=O)[O-])c1 | 9.1 | 13.7 | i
COc1ccc(N2CCN(C(=S)Nc3ccc(OC)cc3OC)CC2)cc1 | 8.8 | -0.6 | i
CCOC(=O)c1sc2c(c1C)c(=O)c(C(=O)OCC)cn2CC | 5.4 | 0.3 | i
Cc1nc2cc(-c3ccccc3)nn2c(C)c1CCC(=O)NC(C)c1ccc2c(c1)OCCO2 (stereo not given) | 52.2* | 0.4 | i
COc1ccc(Br)cc1/C=N/NC(=O)c1cc(OC)c(OC)c(OC)c1 | 3.1 | -0.9 | i

Next section:
Values in the order – OX1R FRET antag | STK33 inh | KCNQ2 block
O=C(NCc1ccco1)c1cccc(S(=O)(=O)N2CCc3ccccc32)c1
→ 11.5 | -2.2 | i
N#C/C(=N\Nc1ccc(Cl)cc1)C(=N)N1CCCCCC1
→ 17.3 | · | i
CN(c1ccccc1)S(=O)(=O)c1ccc(Cl)c(C(=O)NCc2ccccc2CN2CCCC2)c1
→ 9.5 | -0.8 | ·
CC(=O)/C(=N/Nc1ccccc1)Sc1nnc(CCc2ccccc2)n1-c1ccccc1
→ 14.1 | · | i
COC(C(=O)Nc1ccnn1C1CCN(C(=O)c2cccc(F)c2)CC1)c1ccccc1 (stereo not given)
→ -1.4 | -1.7 | i
Cc1ccc2c(c1)nnn2C1CCN(CC(=O)NNC(=O)c2ccco2)CC1
→ 7.2 | -0.4 | i
Cc1ccc2ncnc(Nc3ccc(C)c(C)c3)c2c1
→ 78.2* | -0.5 | i
COC(=O)C1=C(C(=O)OC)[C@@H]2Nc3ccccc3[C@@]23C[C@@H](C(=O)OC)N(C(=O)c2cccs2)C3=N1
→ 17.3 | 0.1 | i
C=CCOC(=O)C(C#N)c1nc2ccccc2nc1N1CCN(Cc2ccccc2)CC1 (stereo not given)
→ 19.6 | -0.4 | i
O=C(CCc1nc(-c2ccc(Cl)cc2)no1)NCC1CCCO1 (stereo not given)
→ 25.4 | 0.6 | i
Cc1ccc(-c2nnc(N3CCOCC3)c3ccccc23)cc1S(=O)(=O)NCc1cccnc1
→ 27.8 | -0.9 | i
CC(C)(C)C(=O)COC(=O)c1c2c(nc3ccccc13)CCC2
→ 23.1 | -2.8 | i
CCCCCCC1NC(C(=O)O)CS1 (stereo not given)
→ 13.4 | -0.1 | i
Cc1cc(SCC(=O)Nc2cccc(S(=O)(=O)NC3=NCCCCC3)c2)c(C)cc1Br
→ 44.7 | 5.8 | i
COc1cccc(C(=O)N(c2ccccc2)C2C=CS(=O)(=O)C2)c1 (stereo not given)
→ 5.6 | -1.5 | i

Other structures follow:
Values in the order – OX1R FRET antag | STK33 inh | KCNQ2 block
COC(=O)c1ccc2c(c1)C(=O)/C(=C/c1ccc(O)cc1)O2
→ 3.6 | -1.3 | i
Cc1ccc(CN(C)C(=O)COc2ccc(S(=O)(=O)N3CCCC3)cc2[N+](=O)[O-])c(C)c1
→ 6.0 | -0.9 | ·
CCC(C)(C)NC(=O)CCn1c(-c2ccccc2)cc(C(C)=O)c1C
→ 18.3 | 1.0 | i
O=C(CC(n1cncn1)C(Cl)(Cl)Cl)c1ccc([N+](=O)[O-])cc1 (stereo not given)
→ 24.6 | -0.2 | i
Cc1cccc(NC(=O)NNC(=O)c2ccc3ccccc3c2)c1
→ · | 0.8 | i
CCOC(=O)c1[nH]c2c(c1-c1ccccc1)C(=O)CC(c1ccccc1)C2 (stereo not given)
→ 15.5 | 1.7 | i
COc1cc(OC)c(C(=O)N2CCN(c3ccccn3)CC2)cc1OC
→ 5.7 | 0.0 | i
O=C1O/C(=C/c2ccccc2)c2ccccc21
→ 33.6 | 0.3 | i
CCOc1ccc2nc(NCCNC(=O)Nc3cccc(C)c3)c(C#N)cc2c1
→ 21.4 | -3.7 | i
COc1ccc(C(=O)OC(C)CN2CCOCC2)cc1 (stereo not given)
→ -6.2 | -0.5 | i
Nc1nnc(CCS(=O)(=O)c2cc(Cl)ccc2Cl)s1
→ 20.1 | -2.2 | i
CCCCOc1cccc(OCCCC)c1C(=O)Nc1cc(C)on1
→ 5.6 | -0.5 | -9.67*
CC1(C)CC(NC(=O)CCC2CCCC2)CC(C)(C)N1
→ 14.9 | -1.6 | i
COc1ccc(NC(=O)CS(=O)c2cccc(C(F)(F)F)c2)cc1 (stereo not given)
→ 0.4 | -0.1 | i
O=C(COC(=O)c1cc(Cl)ccc1Cl)Nc1ccc2[nH]c(=O)[nH]c2c1
→ 14.2 | -0.4 | i

(continued)
Values in the order – OX1R FRET antag | STK33 inh | KCNQ2 block
COc1ccc(C(=O)NCC(c2cccs2)N2CCOCC2)cc1OC (stereo not given)
→ 4.8 | -0.1 | ·
COCCn1c(SCC(=O)Nc2ccc3c(c2)CCC3)nc2ccccc2c1=O
→ 16.5 | -0.7 | i
COc1ccc(CN2CCNC(=O)C2CC(=O)N(C)CCC2CCOCC2)cc1OC (stereo not given)
→ 12.4 | 1.7 | i
Cc1cc(NC(=O)CCC(=O)N(C2CC2)C(C(=O)NC(C)(C)C)c2ccccc2Cl)no1 (stereo not given)
→ 27.6 | -0.2 | i
COC(=O)CSc1cc([N+](=O)[O-])ccc1NC(=O)OC
→ 25.3 | · | i
CN(C)c1nc(-c2ccccn2)nnc1-c1ccccc1
→ 14.8 | 0.3 | i
COc1cc(Br)ccc1C1CC(=O)C(C)C(c2ccc(Br)cc2OC)N1 (stereo not given)
→ -13.5 | -0.7 | i

High-throughput results deposited in PubChem by several laboratories.
